D2 antagonist – antagonists of human D2 dopamine receptor. P14416. HEK293 TREx D2 cells, calcium flux, dopamine EC80. 340,000 compounds, 2% hits. inhibition, % at 10 µM; in the data active means inhibition above about 30%; further: 0% is about no effect
Target sequence (P14416 whole entry, looked up): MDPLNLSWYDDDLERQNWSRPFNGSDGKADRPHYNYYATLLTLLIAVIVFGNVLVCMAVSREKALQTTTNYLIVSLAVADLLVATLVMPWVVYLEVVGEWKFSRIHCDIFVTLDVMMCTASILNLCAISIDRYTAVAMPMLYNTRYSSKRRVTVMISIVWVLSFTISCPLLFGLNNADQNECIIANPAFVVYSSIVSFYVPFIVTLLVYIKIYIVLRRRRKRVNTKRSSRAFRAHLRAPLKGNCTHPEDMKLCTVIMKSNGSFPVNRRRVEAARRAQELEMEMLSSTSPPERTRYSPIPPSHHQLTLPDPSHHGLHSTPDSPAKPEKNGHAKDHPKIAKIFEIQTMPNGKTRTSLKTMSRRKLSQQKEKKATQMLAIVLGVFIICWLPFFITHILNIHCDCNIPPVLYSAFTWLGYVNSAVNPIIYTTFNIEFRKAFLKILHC
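Tetracycline-induced HEK293 TREx cells expressing D2 receptor forced-coupled to calcium signalling, loaded with no-wash calcium dye. Compounds added and calcium flux read 180 s, then dopamine added at EC80 and read a further 180 s.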
rTrxR1 inhibitor – rat TrxR1 inhibition; Potency, µM (top dose mostly 114 µM), for inactives: at the highest dose activity change, negative = inhibition, actives largely listed as inhibitors; O89049; recombinant rTrxR1, NADPH fluorescence consumption, selenite substrate; 390,000 compounds, 1% hits; further: potency means the concentration at half of the fitted maximal effect; on the % scale 0 is the no-effect control and ±100 the full control effect; nearly all actives have a fitted effect of over 65% in size
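Rat TrxR1 (90 nM in the dispensed reagent) was pre-reduced with 400 uM NADPH for 5 min at room temperature, then incubated with compound for 15 min. After 400 uM selenite was added, NADPH fluorescence (Ex 340/Em 450 nm) was followed for 8 min.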
IDH1 R132H inh – blocks human mutant IDH1 R132H enzyme. O75874. IDH1-R132H enzyme, NADPH consumption, diaphorase/resazurin fluorescence. Potency, µM (titrated, usually from 76.6 µM), inactives show at the top dose activity change, negative = inhibition, most hits filed as inhibitors. 390,000 compounds, 0.093% hits; further: potency means the concentration at half of the fitted maximal effect; on the % scale 0 is the no-effect control and ±100 the full control effect; nearly all actives have a fitted effect of over 65% in size
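IDH1-R132H (0.5 ug/mL) preincubated 30 min with compound, then NADPH (0.016 mM) and alpha-KG (2 mM) added; 80 min at RT, pH 7.5. Remaining NADPH coupled via diaphorase/resazurin to fluorescence (540/590 nm); concentration-response curves normalized to no-enzyme control.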
TRHR ag – TRH receptor (human) agonism | activation, % at 2 µM | AID 493084 | TRHR cells, calcium flux fluo-8, FDSS agonist mode | P34981 | 360,000 compounds, 0.18% hits; in the data active means activation above about 30%; further: 0% is about no effect
Target sequence (P34981 whole entry, looked up): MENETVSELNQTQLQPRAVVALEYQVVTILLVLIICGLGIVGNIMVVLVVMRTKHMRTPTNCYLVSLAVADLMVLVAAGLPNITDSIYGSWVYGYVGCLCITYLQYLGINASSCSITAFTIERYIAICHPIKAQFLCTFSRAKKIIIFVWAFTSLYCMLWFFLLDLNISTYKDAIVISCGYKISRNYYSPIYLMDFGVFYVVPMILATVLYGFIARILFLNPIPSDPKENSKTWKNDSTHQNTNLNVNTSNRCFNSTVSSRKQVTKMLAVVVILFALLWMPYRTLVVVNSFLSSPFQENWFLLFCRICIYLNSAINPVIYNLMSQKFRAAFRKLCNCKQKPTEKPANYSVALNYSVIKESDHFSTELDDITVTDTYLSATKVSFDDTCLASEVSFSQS
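Fluo-8-loaded TRHR cells; 10 s baseline, compound added, kinetic Ca2+ fluorescence read 1/s, agonist mode.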
TRHR PAM – allosteric enhancers of human TRH receptor; TRHR cells, fluo-8 calcium fluorescence, EC20 TRH enhancement; enhancement, % at 2 µM; 360,000 compounds, 0.66% hits; AID 493056; P34981; in the data active means enhancement above about 30%; further: 0% is about no effect
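TRHR-expressing cells loaded with fluo-8 calcium dye were read kinetically (ex 480/em 530) during compound addition, then stimulated with an EC20 of TRH (10 nM final). Enhancement of the Gq-mediated intracellular calcium response was scored.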
Pin1 inhibitor – blocks the human prolyl isomerase Pin1 | Q13526 | Pin1 FP peptide displacement, HiFluor488, 10 min | Potency, µM (highest dose often 115 µM), for inactives: at the top dose activity, negative = inhibition, actives largely listed as inhibitors | 390,000 compounds, 0.009% hits | AID 504891; active means well fitted inhibition curve with a large enough effect in the polarisation, with a control signal flat, not every such curve was filed as active; inconclusive means small, poorly fitted or top-dose-only effect, or effect the other way, or a change in a side signal; inactive means no such curve, though single readings can be large or run the other way; the % refers to the polarisation; further: potency means the concentration at half of the fitted maximal effect; on the % scale 0 is the no-effect control and ±100 the full control effect
Target sequence (Q13526 whole entry, looked up): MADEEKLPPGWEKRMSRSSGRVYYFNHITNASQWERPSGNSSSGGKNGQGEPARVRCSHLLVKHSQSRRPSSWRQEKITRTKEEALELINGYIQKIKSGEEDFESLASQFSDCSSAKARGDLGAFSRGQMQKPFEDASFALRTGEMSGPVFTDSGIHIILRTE
USP1 inh – USP1/UAF1 (human) deubiquitinase inhibition. O94782. recombinant USP1/UAF1, Ub-Rhodamine cleavage fluorescence. Potency, µM (top dose mostly 57.1 µM), without a hit: at the top dose activity change, negative = inhibition, usual class: inhibitors. 390,000 compounds, 0.23% hits. AID 743255; further: potency means the concentration at half of the fitted maximal effect; on the % scale 0 is the no-effect control and ±100 the full control effect; nearly all actives have a fitted effect of over 60% in size; inactives centre near -12
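1 nM enzyme complex + cpd, 15 min RT; start with Ub-Rho 150nM final; kinetic fluorescence ex 480/em 540, 6 reads q60 s. Buffer 50mM HEPES pH 7.8, 0.5mM EDTA, 0.1 mg/ml BSA, 1mM TCEP, 0.01% Tween-20.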
TrxR1 substrate – is turned over as a substrate by rat TrxR1 | Potency, µM (top dose mostly 114 µM), inactives show at the top dose activity change, negative = substrate turnover | purified TrxR1 substrate turnover, NADPH consumption readout | O89049 | 390,000 compounds, 0.01% hits; further: potency means the concentration at half of the fitted maximal effect; on the % scale 0 is the no-effect control and ±100 the full control effect; nearly all actives have a fitted effect of over 50% in size
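Rat TrxR1, dispensed at 90 nM, was prereduced with 400 uM NADPH (final) for 5 min at ~22 deg C, then incubated with compound 15 min before 400 uM selenite. A first-read NADPH fluorescence drop versus no-compound background flagged substrates.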
D2 ag – activates the human D2 dopamine receptor; 340,000 compounds, 0.53% hits; HEK293 T-REx D2 cells, calcium flux agonist mode; activation, % at 2 µM; P14416;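 active means activation over 3 SD above normal in the single-dose calcium agonist read, cut at about 30% in these data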; further: 0% is about no effect
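Tetracycline-induced HEK293 T-REx cells with force-coupled D2 receptor, plated overnight at 30 C, loaded with no-wash calcium dye. After a 10 s baseline, compound was pin-added and calcium flux read kinetically for 180 s; calcium rises flagged agonists.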
* marks the source's active call; other numbers are inactive results; ? = inconclusive; · = no result given; [ ] = remark or other dose. Unless noted, the call rests on the fitted dose curve; in most records, active means well fitted inhibition curve with a large enough effect; inconclusive means small, poorly fitted or top-dose-only effect; inactive means no such curve, though single readings can be large or run the other way.

The line under a structure holds: IDH1 R132H inh, TRHR PAM, D2 antagonist, rTrxR1 inhibitor, Pin1 inhibitor, TRHR ag, USP1 inh, D2 ag, TrxR1 substrate
- Cc1ccc2cc(CN(CCCO)S(=O)(=O)c3cccc4nsnc34)c(=O)[nH]c2c1
  9%, -6, 4, -9%, -1%, -0.1, -12%, 1.9, -6%
- CCOC(=O)C1CCN(C(=O)c2cccc(NC3=NC4CS(=O)(=O)CC4S3)c2)CC1 (stereo not given)
  -2%, -3, 5, -12%[57.1 µM], 7%, 0.5, -17%, -0.2, -1%[57.1 µM]
- C=CCN1C(=O)C(O)(CC(=O)c2ccc(Cl)cc2)c2ccccc21 (stereo not given)
  5%, -7, 1, 35µM*, 11%, 0.0, -16%, 0.8, -1%
- CCN(CC)S(=O)(=O)c1ccc(NC=C(C#N)C#N)cc1
  -6%, -2, 74*, ?, -1%, 1.2, -1%, -0.2, -17%
- Cc1ccc(S(=O)(=O)NNC(=O)c2sc3nc(C)cc(C)c3c2-n2cccc2)cc1
  4%, -1, -10, -5%[57.1 µM], -1%, -0.4, -12%, -0.4, 8%[57.1 µM]
- CCC1=NNc2cccc3c(OC)ccc1c23
  ·, 4, 3, ·, ·, -0.5, ·, 0.6, ·
- COc1cc(/C=N\n2nnnc2N)ccc1OCc1ccc(F)cc1
  2%, -5, -3, 56%, -5%, -0.7, -15%, -0.1, 98%
- CN(C)C(=O)C1C2NC(=S)N(c3cccc(Cl)c3)C1(C)Oc1ccc(Cl)cc12 (stereo not given)
  -5%, 14, 3, -25%, -19%, 0.5, -22%, 0.4, -15%
- O=C(NCc1ccccc1Cl)c1cnc2sc(N3CCOCC3)nn2c1=O
  -16%, 4, ·, 24%[57.1 µM], -5%, 0.6, -20%, 0.4, 12%[57.1 µM]
- CN1C(=O)N(CC(=O)N2CCN(c3ccccc3F)CC2)C(=O)C12CCCCC2
  0%, 1, -1, 3%, -1%, -0.4, -11%, 0.6, -3%
- N/C(=N\OC(=O)c1cc([N+](=O)[O-])ccc1Cl)c1cccnc1
  4%, 7, 0, -6%, 1%, 0.1, -21%, 0.0, -5%
- CN(C)c1ncnc2c1NC1=C(S2)C(=NCCCC(=O)O)CC(C)(C)C1
  3%, 3, 6, ?, ?, 0.9, -6%, 2.9, -4%[11.4 µM]
- CCN(CC(=O)NC(C)C)C(=O)c1cc(S(=O)(=O)N2CCCCC2)ccc1N1CCCCC1
  -1%, ·, ·, 20%, -9%, ·, ?, ·, 3%
- Cc1ccc(S(=O)(=O)N2CCN(Cc3ccccn3)CC2)cc1
  0%, -3, -2, -22%, -1%, -0.1, -6%, 0.3, -7%
- O=C(c1cccn1-c1nnc(N2CCCC2)s1)N1CCN(c2ccc(Cl)cc2)CC1
  -9%, -3, ·, 6%[57.1 µM], -16%, -0.5, ?, 0.0, 1%[57.1 µM]
- COc1ccc(-n2nc(C(=O)NCC(=O)N3CCOCC3)c3ccccc3c2=O)cc1OC
  -10%, 7, ·, 12%, 4%, 0.3, 3%, ·, -1%
- C/C(CC(=O)Nc1cccc(C(F)(F)F)c1)=N\NC(=O)c1cnccn1
  -2%, -2, -13, -37%, 1%, -0.1, -13%, 2.5, 5%[57.1 µM]
- Cc1cc2oc(C(=O)N3CCN(CCc4ccccn4)CC3)c(C)c2cc1C
  -3%, 0, -14, 42%[activator], 0%, -0.7, ?, -0.5, 13%
- Cc1csc(=O)n1CC(=O)OCC(=O)NNC(=O)c1ccc([N+](=O)[O-])cc1
  -4%, 8, 7, 6%, -12%, 0.4, 4%, 0.8, -4%
- O=S(=O)(Nc1cccc(C(F)(F)F)c1)c1ccc(-c2cnc(C3CC3)o2)cc1
  ?, -5, ·, 12%[57.1 µM], 4%, 0.6, -21%, -0.4, -2%[57.1 µM]

Ordered by SMILES length (high to low): seven of the compounds above.
The line under a structure holds: IDH1 R132H inh, TRHR PAM, D2 antagonist, rTrxR1 inhibitor, Pin1 inhibitor, TRHR ag, USP1 inh, D2 ag, TrxR1 substrate
- CN(C)C(=O)C1C2NC(=S)N(c3cccc(Cl)c3)C1(C)Oc1ccc(Cl)cc12 (stereo not given)
  -5%, 14, 3, -25%, -19%, 0.5, -22%, 0.4, -15%
- O=S(=O)(Nc1cccc(C(F)(F)F)c1)c1ccc(-c2cnc(C3CC3)o2)cc1
  ?, -5, ·, 12%[57.1 µM], 4%, 0.6, -21%, -0.4, -2%[57.1 µM]
- C/C(CC(=O)Nc1cccc(C(F)(F)F)c1)=N\NC(=O)c1cnccn1
  -2%, -2, -13, -37%, 1%, -0.1, -13%, 2.5, 5%[57.1 µM]
- N/C(=N\OC(=O)c1cc([N+](=O)[O-])ccc1Cl)c1cccnc1
  4%, 7, 0, -6%, 1%, 0.1, -21%, 0.0, -5%
- Cc1cc2oc(C(=O)N3CCN(CCc4ccccn4)CC3)c(C)c2cc1C
  -3%, 0, -14, 42%[activator], 0%, -0.7, ?, -0.5, 13%
- Cc1ccc(S(=O)(=O)N2CCN(Cc3ccccn3)CC2)cc1
  0%, -3, -2, -22%, -1%, -0.1, -6%, 0.3, -7%
- COc1cc(/C=N\n2nnnc2N)ccc1OCc1ccc(F)cc1
  2%, -5, -3, 56%, -5%, -0.7, -15%, -0.1, 98%

New compounds follow.
The line under a structure holds: IDH1 R132H inh, TRHR PAM, D2 antagonist, rTrxR1 inhibitor, Pin1 inhibitor, TRHR ag, USP1 inh, D2 ag, TrxR1 substrate
- COc1ccc(OC)c(N(CC(=O)Nc2cccc(C(F)(F)F)c2)S(C)(=O)=O)c1
  13%, 0, 1, -8%[57.1 µM], -2%, 0.6, -19%, 1.0, -5%[57.1 µM]
- CCOC(=O)c1cnc2cc(C(F)(F)F)ccc2c1Nc1ccc(F)cc1F
  21%, -1, ·, -10%, -2%, 1.7, -8%, 0.4, -16%
- CC(=O)c1nc(N2C(=O)CC(Cc3ccc(C)cc3)C2=O)sc1C (stereo not given)
  4%, 0, -5, -16%, -4%, -0.2, -9%, 1.1, -13%
- COc1cc(C2Nc3ccccc3C(=O)N2c2ccccc2)ccc1O (stereo not given)
  -5%, 4, -32, -5%, 3%, -0.5, -5%, -0.3, 47%[activator]
- COc1cc(NC(=O)c2cc([N+](=O)[O-])ccc2Br)ccc1NC(=O)c1ccco1
  5%, 1, 9, 5%[57.1 µM], -6%, 0.4, -16%, 1.9, 14%
- O=C(CN1C(=O)COc2ccc(Cl)cc21)Nc1ccccn1
  7%, -7, -5, 4%, 4%, -0.6, -11%, 1.0, 7%[57.1 µM]
- O=C(Nc1ccc(S(=O)(=O)Nc2cnc3ccccc3n2)cc1)c1ccccc1Br
  -17%, 4, ·, 18%[57.1 µM], 1%, 0.5, -17%, ·, 6%[57.1 µM]
- CCNC(=O)n1nccc1C(C)Oc1ccccc1 (stereo not given)
  3%, 11, 18, 26%, -1%, -0.4, -16%, -0.1, 11%
- O=C(CCN1CCN(c2ccccc2)CC1)Nc1ccccc1F
  2%, 2, 71*, 21%[57.1 µM], -4%, -0.8, -5%, 71*, 9%[57.1 µM]
- COc1ccccc1C(=O)NC(CCSC)C(=O)NNC(=O)c1ccncc1 (stereo not given)
  3%, 9, -3, -1%, -5%, 0.6, -27%, -1.1, -6%
- COc1cc(/C=C(\C#N)c2nc3ccccc3[nH]2)ccc1OCc1ccc(F)cc1
  4%, 0, ·, -11%, 58%[activator], 0.8, -27%, 0.1, -8%
- CCOc1ccccc1N1CC(O)=C(c2nc3ccccc3s2)C1=N
  13%, -3, 11, 12%, 3%, -0.7, -11%, -0.3, -5%
- Cc1ccc2cc3cc(C(=O)N4CCN(C(=O)c5ccco5)CC4)sc3nc2c1
  -1%, 2, 12, -37%, ?, -1.3, -9%, -0.2, 13%
- O=C(NCCN1C(=O)S/C(=C\c2cccs2)C1=O)[C@H](Cc1ccccc1)N1C(=O)c2ccccc2C1=O
  ·, 2, 6, ·, ·, 0.0, ·, -0.1, ·
- Cc1ncsc1CCOC(=O)c1ccc(N2CCOCC2)c([N+](=O)[O-])c1
  -2%, 1, 28, 22%, 0%, 0.1, -17%, 1.9, -1%
- COc1ccccc1N=Nc1[nH]c2ccc(C)cc2c1O
  -5%, 34*, -1, -12%, -1%, 0.0, -17%, 1.8, -4%
- COC(=O)c1cccc(NC(=O)C2C3CCC(C3)C2C(=O)O)c1 (stereo not given)
  4%, 3, -18, 12%, -1%, -0.5, 6%, 0.2, 6%
- Cc1ccsc1C(=O)OCC(=O)NC1CC1
  3%, ·, ·, 9%, 0%, ·, -10%, ·, 5%
- CCOC(=O)c1cnc2ccc(C)cn2c1=O
  5%, 3, -6, 70%[activator], -2%, -0.2, -23%, -0.9, 337%[activator]
- COc1ccc(C)cc1NC(=O)CNc1ccc(C(C)=O)cc1
  3%, 0, 13, -11%, 9%, 0.3, -3%, -1.6, -15%
- CCOc1ccc(NC(=O)Cc2ccccc2)cc1
  11%, 2, 2, 10%, 8%, -1.3, -8%, -2.1, -1%
- O=C(Nc1cccc(Cl)c1)c1cc(N=Nc2ccc([N+](=O)[O-])cc2Cl)ccc1O
  -1%, -3, 11, 5%, 0%, 1.2, -10%, 8.0, -1%
- O=C(COC(=O)c1cccnc1Cl)c1ccc(Cl)cc1Cl
  -1%, -4, ·, 2%, 1%, -0.1, -12%, ·, 5%

This is a subset, so the mix of outcomes need not match the whole.
